CatG inh: human cathepsin G inhibitors, primary screen, biochemical, pooled compound mixtures, AMC fluorescence | purified enzyme, AMC-tetrapeptide fluorescence | inhibition, % at 5 µM (by protocol) | 62,000 tested, 0.2% active;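 active = inhibition above 20% in each of the two mixture wells holding the compound; inactive = inhibition of 20% or less in either well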;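 note: 0% = enzyme control without mixture and 100% = blank lacking enzyme; strong numbers were not always called active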
PKA kinase inh: inhibitors of human PKA kinase activity, primary screen, biochemical, ATP-depletion luminescence, Kemptide substrate | cAMP-dependent protein kinase catalytic subunit alpha (Homo sapiens), P17612 | PKA Kemptide phosphorylation, Kinase-Glo ATP luminescence | inhibition, % at 6 µM | 65,000 tested, 0.1% active;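 active = inhibition above the screen-wide mean inhibition plus 3 SD, cut at about 21% in these data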; note: many of its hits are not listed in these tables
CatL block: inhibitors of human cathepsin L, biochemical | purified cathepsin L, fluorogenic substrate, fluorescence | inhibition, %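 (tested at 10 µM)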 | Procathepsin L (Homo sapiens), P07711 | 58,000 tested, 0.17% active; in the data active = inhibition above about 45%;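 note: 0% = enzyme with no compound and 100% = no enzyme blank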
CatS block: inhibitors of human cathepsin S, biochemical, compound mixtures | inhibition, %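 (tested at 5 µM per compound within 10-compound mixtures)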 | recombinant cathepsin S, AMC dipeptide fluorescence, pooled mixtures | 62,000 tested, 0.06% active; in the data active = inhibition above about 32%, passing the limit was not always enough;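 note: 0% = enzyme without compound and 100% = blank without enzyme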
JNK3 inh: JNK3 kinase activity inhibitors, primary screen, biochemical, human, purified enzyme | 60,000 tested, 0.61% active | HTS | Mitogen-activated protein kinase 10 (Homo sapiens), P53779 | inhibition, % at 8 µM; in the data active = inhibition above about 17%;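 note: 0% = DMSO and 100% = reference inhibitor; many of its hits are not listed in these tables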
Target sequence (P53779 whole entry, looked up): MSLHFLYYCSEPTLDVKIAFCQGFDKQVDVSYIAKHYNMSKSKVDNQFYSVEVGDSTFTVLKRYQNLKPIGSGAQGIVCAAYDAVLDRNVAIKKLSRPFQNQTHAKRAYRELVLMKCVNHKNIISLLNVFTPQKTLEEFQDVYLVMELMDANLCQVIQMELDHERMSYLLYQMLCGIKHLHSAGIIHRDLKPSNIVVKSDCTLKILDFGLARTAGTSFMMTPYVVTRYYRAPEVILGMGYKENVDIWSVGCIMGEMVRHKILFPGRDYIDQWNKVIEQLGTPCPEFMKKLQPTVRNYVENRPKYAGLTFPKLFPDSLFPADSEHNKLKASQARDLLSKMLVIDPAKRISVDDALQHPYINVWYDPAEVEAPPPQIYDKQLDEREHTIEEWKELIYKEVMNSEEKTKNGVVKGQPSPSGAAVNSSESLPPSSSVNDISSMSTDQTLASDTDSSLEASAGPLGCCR
FXIa inh mix: FXIa protease inhibitors in compound pools, primary screen, biochemical, 10-compound mixtures. inhibition, % at 5 µM. purified FXIa, fluorogenic substrate, pooled mixtures. 62,000 tested, 0.19% active. AID 680, 2007. Coagulation factor XI (Homo sapiens), P03951;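 note: each value is inhibition by a whole ten-compound pool holding the compound; 0% = enzyme with no mixture and 100% = wells lacking enzyme; strong numbers were not always called active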
ROCK2 blocker: inhibitors of human ROCK2 kinase, primary screen, biochemical, high-throughput, luminescence. Rho-associated protein kinase 2 (Homo sapiens), O75116. purified ROCK2, Kinase-Glo ATP depletion luminescence. inhibition, % at 6 µM. 60,000 tested, 0.35% active;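 active = inhibition above the screen-wide mean inhibition plus 3 SD, cut at about 18% in these data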;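 note: plate controls were DMSO wells for no effect and Y-27632 control wells after no-enzyme background subtraction for full effect; many of its hits are not listed in these tables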
C1s block: complement C1s protease inhibitors, primary screen, biochemical, 10-compound mixtures | Complement C1s subcomponent (Homo sapiens), P09871 | mean inhibition % of two 10-compound mixtures (active compounds read high), % at 5 µM (by protocol) | purified C1s, fluorogenic AMC substrate, pooled mixtures | 62,000 tested, 0.16% active;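 active = inhibition above 20% in each of the two 10-compound mixture wells holding the compound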;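 note: 0% = enzyme wells lacking compound mixture and 100% = no-enzyme blank wells; some compounds called inactive have numbers as strong as hits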
FXIIa inh mix: human factor XIIa inhibitors, primary screen, biochemical, pooled compound mixtures, fluorogenic substrate; Coagulation factor XII (Homo sapiens), P00748; purified FXIIa; inhibition, % at 5 µM; 62,000 tested, 0.2% active;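 note: 0% = enzyme without compound and 100% = no enzyme blank; some results filed as inactive read as strong as hits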
Target sequence (P00748 20-372 limits assumed): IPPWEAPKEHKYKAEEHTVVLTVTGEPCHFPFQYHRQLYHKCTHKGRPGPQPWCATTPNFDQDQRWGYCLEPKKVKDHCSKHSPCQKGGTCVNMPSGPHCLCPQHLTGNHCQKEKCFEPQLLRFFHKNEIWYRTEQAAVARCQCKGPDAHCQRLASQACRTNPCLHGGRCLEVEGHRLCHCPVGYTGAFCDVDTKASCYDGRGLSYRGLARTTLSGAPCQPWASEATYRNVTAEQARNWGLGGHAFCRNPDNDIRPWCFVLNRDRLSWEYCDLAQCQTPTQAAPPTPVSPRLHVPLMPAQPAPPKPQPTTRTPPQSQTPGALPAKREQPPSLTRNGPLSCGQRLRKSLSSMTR
Target sequence (P00748 373-615 limits assumed): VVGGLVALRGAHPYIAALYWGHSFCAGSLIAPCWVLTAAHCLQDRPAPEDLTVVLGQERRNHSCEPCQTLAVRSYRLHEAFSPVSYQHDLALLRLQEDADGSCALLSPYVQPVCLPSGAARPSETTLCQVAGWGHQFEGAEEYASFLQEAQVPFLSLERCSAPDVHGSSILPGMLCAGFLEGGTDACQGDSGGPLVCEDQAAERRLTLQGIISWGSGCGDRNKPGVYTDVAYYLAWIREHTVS
Starred values were filed as active, the others as inactive; · = not tested or not shown. Cut-off read from the data, not from the text of the source, unless noted: active = inhibition above about 20% (passing the limit was not always enough); inactive = the rest.

cpd | SMILES | CatG inh | PKA kinase inh | CatL block | CatS block | JNK3 inh | FXIa inh mix | ROCK2 blocker | C1s block | FXIIa inh mix
1 | Cc1onc(-c2ccccc2)c1C(=O)N1CCN(C(=O)c2ccco2)CC1 | -9 | 11 | 4 | 5 | 6 | -12 | 4 | -117 | 9
2 | CCCn1c(=O)c2ccccc2n2c(SCCOc3ccccc3)nnc12 | 7 | 4 | 21 | 11 | -9 | -6 | 3 | 2 | 1
3 | COc1ccc(F)cc1S(=O)(=O)NC1CCCCCC1 | 24 | 14 | · | 5 | -2 | 19 | 8 | 31 | 2
4 | O=C(Nc1ccc2nc(-c3ccc(Br)o3)[nH]c2c1)c1cccs1 | 0 | -2 | -12 | 1 | -8 | 13 | -9 | 3 | 5
5 | Cc1ccc(CC2S/C(=C(/C#N)C(=O)NCc3ccco3)N(c3ccccc3)C2=O)cc1 (centres undefined) | 11 | 4 | 3 | 14 | 3 | 4 | 0 | 11 | -1
6 | COCCn1c(SCC(=O)c2ccc3c(c2)OCCO3)nnc1-c1ccco1 | 14 | 1 | -4 | 1 | 2 | 4 | 2 | 13 | 7
7 | O=C1C2CC=CCC2C(=O)N1c1ccc(OCC(O)Cn2nnc3ccccc32)cc1 (centres undefined) | 11 | 3 | -1 | -7 | · | 5 | · | 12 | 1
8 | CC1CCCN(CCC(=O)c2ccc(Br)cc2)C1 (centres undefined) | 6 | 2 | 4 | 11 | -5 | 5 | 3 | 5 | 7
9 | CC(=O)c1cc2c(cc1NC(=O)CSc1nc3ccccc3o1)OCO2 | 9 | 5 | 3 | 10 | -1 | 7 | -6 | 11 | 3
10 | Cc1nc2nc3c(cn2n1)C(=O)CC(c1ccccc1)C3 (centres undefined) | 10 | 9 | 11 | 3 | 9 | 1 | 7 | 14 | 2
11 | Cc1cc(-c2nnc3sc(-c4ccc(Cl)cc4Cl)nn23)n[nH]1 | 1 | 4 | 13 | -5 | 4 | 1 | 4 | -12 | 2
12 | Cn1c(CNC(=O)c2ccc(F)cc2)nc2ccccc21 | -1 | -6 | · | 15 | 15 | 7 | -1 | -2 | -1
13 | COCc1nnc(SCC(=O)NC(C)c2ccccc2)n1-c1ccccc1 (centres undefined) | 41 | 11 | 4 | -4 | -2 | 5 | 8 | 22 | -21
14 | Cc1onc(-c2c(F)cccc2Cl)c1C(=O)NCc1ccco1 | 13 | -2 | · | -2 | 3 | 8 | -1 | 14 | 10
15 | O=C(CSc1nnc(Cn2c(=O)sc3ccccc32)n1-c1ccccc1)N1CCOCC1 | 4 | -1 | 1 | -2 | -2 | 8 | -5 | 2 | 4
16 | N=c1n(CC(=O)O)c2ccccc2n1Cc1ccccc1Cl | 6 | 12 | 20 | 2 | 7 | 14 | 2 | 2 | 4
17 | O=C(Cn1c(=O)oc2cc(S(=O)(=O)N3CCOCC3)ccc21)N1CCc2ccccc2C1 | 1 | -8 | · | 20 | -1 | 5 | -1 | -9 | 0
18 | Cn1c2c(c(=O)[nH]c1=O)C(NC(=O)c1ccco1)(C(F)(F)F)C(=O)N2 (centres undefined) | -3 | -5 | 7 | 7 | 10 | 6 | 3 | -18 | 10
19 | C=CCn1c(SCc2c(C)noc2C)nc2sc3c(c2c1=O)CCCCC3 | 5 | 5 | -5 | -3 | -8 | 8 | 2 | 11 | 1
20 | Cc1c(CNC(=O)c2nn3c(c2Cl)NC(c2ccccc2)CC3C(F)(F)F)cnn1C (centres undefined) | -4 | 10 | -5 | 0 | 8 | -1 | 7 | -14 | 7
21 | O=C(NCC(=O)N(CC1CCCO1)C(C(=O)NC1CCCCC1)c1ccc(F)cc1)c1ccco1 (centres undefined) | 15 | -4 | -5 | 18 | 3 | 24 | -1 | 19 | 1
22 | COCCn1nnnc1CN1CCN2CCCC2C1 (centres undefined) | 7 | 9 | 24 | 12 | 0 | 3 | 1 | 4 | 6
23 | CCOC(=O)c1[nH]c2ccc(C)cc2c1N=CN(CC)CC | · | 3 | 9 | · | -5 | · | 4 | · | ·
24 | CCOc1cccc(NC(=O)C2CC(=O)N(C)C2)c1 (centres undefined) | 7 | 1 | 0 | 10 | -1 | -3 | 5 | 3 | -1
25 | CC(C)Cn1c(=O)c(C(=O)Nc2ccncc2)c(O)c2ccccc21 | 1 | -3 | 2 | 1 | -15 | 11 | -9 | 2 | 3
26 | O=C(COc1ccc(-n2cnnn2)cc1)NCCc1ccc(F)cc1 | 6 | 7 | -3 | -2 | 1 | 1 | 8 | 3 | 8
27 | Cc1nnsc1C(=O)Nc1ccccc1Cl | 1 | -3 | 10 | 1 | 0 | 3 | -1 | 3 | -13
28 | COC(=O)c1ccc(Nc2ncnc3c2cnn3-c2cccc(C)c2)cc1 | 8 | 7 | · | 12 | 0 | -7 | 5 | -15 | 2
29 | O=C(CSc1nc2c([nH]c3ccccc32)c(=O)n1-c1ccccc1)N1CCOCC1 | 7 | 2 | · | -6 | 3 | 7 | 4 | 14 | 11
30 | COc1cccc(OC)c1C(=O)Nc1cc(Cl)ccc1N1CCOCC1 | 11 | -2 | -4 | 5 | -3 | 7 | 2 | 17 | -23
31 | Cc1ccc(NC2=NC(C(=O)Nc3ccc(C)c(C)c3)CC(=O)N2)cc1 (centres undefined) | 7 | 3 | 5 | 8 | -4 | -4 | 1 | 2 | 4
32 | CC1CCCC(C)N1C(=O)Cn1c(SCC(=O)Nc2ccc3c(c2)OCO3)nc2ccccc21 (centres undefined) | -1 | -6 | 16 | 5 | 3 | -1 | -2 | -24 | 2
33 | Fc1ccc(-n2c(-c3ccco3)nc3nc4ccccc4nc32)cc1 | -16 | 7 | -257 | 0 | 5 | -16 | 4 | -72 | -16
34 | COc1ccc(NC(=O)CN(c2ccccc2)S(=O)(=O)N(C)C)cc1OC | 3 | 9 | · | 1 | -1 | 0 | 8 | 3 | 1
35 | CSC(=NC1CCCCC1)NS(=O)(=O)c1ccccc1 | -8 | 3 | 22 | 7 | · | 8 | · | -17 | -1
36 | Cc1cccc(-n2nnc(C(=O)NCc3ccc4c(c3)OCO4)c2N)c1 | -4 | 10 | 3 | 9 | 8 | 7 | 5 | -44 | 4
37 | CCc1nc2ccc(C(=O)NCc3ccco3)cc2nc1CC | -3 | 6 | 15 | 19 | 3 | 6 | 5 | -16 | -6
38 | O=C(CNC(=O)c1ccccc1)NCCc1nc2ccccc2[nH]1 | -1 | 5 | -8 | -7 | 3 | 4 | 2 | 0 | 4
39 | Cc1ccc(OCC(O)Cn2c(=N)n(CCN3CCOCC3)c3ccccc32)cc1 (centres undefined) | -7 | 8 | 25 | 3 | 1 | 6 | 4 | -20 | 6
40 | Cc1ccc(S(=O)(=O)Cn2nnnc2CN2CCN(Cc3ccc4c(c3)OCO4)CC2)cc1 | 4 | 8 | -4 | 4 | 1 | 8 | -4 | 0 | 2
41 | CC(=O)Nc1cccc(Oc2ccc3c(c2)C(=O)N(CCC(=O)O)C3=O)c1 | 9 | -2 | 13 | 8 | -6 | 11 | 2 | 0 | 10
42 | CCN(C(=O)c1cnc(N2CCN(c3ncccn3)CC2)c2ccccc12)c1cccc(Cl)c1 | -2 | -1 | 1 | 5 | -3 | 3 | -1 | 2 | 2
43 | O=C(Cn1cnc2c(oc3ccccc32)c1=O)c1ccccc1 | 11 | 5 | -5 | -1 | -2 | 2 | -2 | -2 | 9
44 | CCOc1ccc(Br)cc1S(=O)(=O)N1CC(C)OC(C)C1 (centres undefined) | 9 | 1 | -2 | 1 | 2 | 8 | 5 | 19 | 13
45 | COc1cc(NC(=O)CS(=O)(=O)c2ccccc2)cc(OC)c1OC | 9 | 4 | 11 | 0 | -3 | -4 | 6 | -37 | 4
46 | CCOCCCNC(=O)c1cn(C)c(=O)c2cc(OC)c(OC)cc12 | 6 | 7 | 10 | 2 | -5 | 1 | 7 | 12 | -1
47 | N=c1sccn1CC(=O)Nc1ccccc1-c1ccccc1 | -1 | 6 | 0 | 6 | · | 9 | · | -3 | 3
48 | O=C(O)COc1ccccc1C1C2C(=O)N(c3ccc(F)cc3)C(=O)C2ON1c1ccccc1 (centres undefined) | 14 | 3 | 0 | 11 | 7 | 7 | 1 | 17 | 2
49 | CCOC(=O)CNC(=O)CSc1nc(N)cc(N)n1 | 1 | 6 | 0 | -2 | -6 | 3 | 5 | -1 | 3
50 | Cc1cccc(Nc2nn3c(=O)c4ccccc4nc3s2)c1 | 0 | 2 | 25 | -9 | 3 | 4 | 0 | 1 | 7

Profiles, quoted from the list.
COC(=O)c1ccc(Nc2ncnc3c2cnn3-c2cccc(C)c2)cc1 reads CatG inh = 8; PKA kinase inh = 7; CatL block = ·; CatS block = 12; JNK3 inh = 0; FXIa inh mix = -7; ROCK2 blocker = 5; C1s block = -15; FXIIa inh mix = 2
O=C(Nc1ccc2nc(-c3ccc(Br)o3)[nH]c2c1)c1cccs1 reads CatG inh = 0; PKA kinase inh = -2; CatL block = -12; CatS block = 1; JNK3 inh = -8; FXIa inh mix = 13; ROCK2 blocker = -9; C1s block = 3; FXIIa inh mix = 5

Carrying on:
cpd | SMILES | CatG inh | PKA kinase inh | CatL block | CatS block | JNK3 inh | FXIa inh mix | ROCK2 blocker | C1s block | FXIIa inh mix
51 | O=C(Nc1ccccc1C(=O)N1CCOCC1)C1COc2ccccc2O1 (centres undefined) | -1 | -3 | -1 | -9 | -1 | -3 | -1 | 8 | -15
52 | CCOC(=O)c1ccc(NC(=O)Nc2cc(C)on2)cc1 | 13 | -1 | 35 | 15 | -1 | 8 | 2 | -21 | 1
53 | CCc1nc(Sc2nc(C)cc(C)n2)c2oc3ccccc3c2n1 | -7 | 9 | 2 | 12 | 2 | 0 | -2 | -26 | 5
54 | COc1ccc(Br)cc1C1CC(=O)N2CN(C)CSC2=C1C#N (centres undefined) | -7 | 5 | 18 | 28 | 1 | 2 | -4 | -14 | 9
55 | C=CCSc1nnc(C)n1-c1ccc(Cl)cc1 | 11 | 10 | 2 | -2 | -9 | 9 | 10 | 5 | 8
56 | CCC(=O)Nc1ccc2nc(C)n(CC(=O)Nc3ccccc3)c(=O)c2c1 | 1 | 1 | -5 | 17 | -6 | 5 | -1 | -6 | 6
57 | O=C(NCCCN1CCCCCC1)C1CC(=O)N(CCc2ccccc2)C1 (centres undefined) | 4 | 0 | 10 | 2 | -3 | 6 | 1 | 4 | -9
58 | Cc1cc(-c2ccccc2)n(-c2ccc(C(=O)N3CCN(c4ncccn4)CC3)cc2)n1 | 4 | 2 | 5 | 3 | -1 | -3 | 1 | -26 | 2
59 | CC(C)(/C=N/O)/[N+]([O-])=C/C=[N+](\[O-])C(C)(C)/C=N/O | 8 | 7 | 8 | 2 | -8 | -4 | 5 | 3 | 1
60 | Cc1sc2nc(-c3cccs3)nc(N3CCCN(C)CC3)c2c1C | 1 | 11 | -7 | 7 | -8 | -4 | 4 | -13 | 4
61 | Cn1ncc2c(Nc3ccccc3Br)ncnc21 | 8 | -1 | 1 | -3 | 4 | 4 | 5 | 2 | 12
62 | CN1C(=S)SC(/[N+]([O-])=C\c2cccs2)C1(C)C (centres undefined) | 3 | 1 | 5 | 3 | 0 | 5 | 0 | 7 | -17
63 | CCCCn1c(SCC(=O)c2ccc(OC)cc2OC)nc2cc(S(N)(=O)=O)ccc21 | 8 | -1 | 1 | -8 | -2 | 6 | -2 | 18 | 2
64 | O=C(CCS(=O)(=O)c1cc(Br)cc2c1N(C(=O)C1CC1)CC2)NCC1CCCO1 (centres undefined) | -9 | 5 | -1 | 27 | 0 | 2 | 6 | -10 | 3
65 | O=C1Nc2ccc(Br)cc2C1(O)Cc1ccncc1 (centres undefined) | -14 | 8 | 8 | 12 | -2 | -7 | 0 | 15 | 5

Assay outcomes as filed in PubChem BioAssay.

The order is random (roughly 1.5% active in at least one column).
